NPYLR7 ag = agonists of mosquito NPYLR7 receptor, primary screen, cell-based, Aedes aegypti, calcium fluorescence, mosquito biting behavior | Aedes aegypti neuropeptide Y-like receptor 7 (NPYLR7) | HEK293T NPYLR7/Galpha15, GCaMP6s calcium fluorescence | activation, % at 10 µM | 270,000 tested, 0.15% active | AID 1259423, 2018; in the data active means activation above about 40%;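 further: 0% = vehicle and 100% = reference agonist at the receptor; some compounds past the cut are filed as inactive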
hcGAS inh = Primary biochemical luminescence assay for human cyclic GMP-AMP synthase inhibitors; Q8N884; recombinant h-cGAS, ATP depletion, Kinase-Glo luminescence; inhibition, % at 12.5 µM; 290,000 tested, 0.081% active;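 further: 0% = vehicle reaction and 100% = reaction without DNA for no activity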
Target sequence (Q8N884 whole entry, looked up): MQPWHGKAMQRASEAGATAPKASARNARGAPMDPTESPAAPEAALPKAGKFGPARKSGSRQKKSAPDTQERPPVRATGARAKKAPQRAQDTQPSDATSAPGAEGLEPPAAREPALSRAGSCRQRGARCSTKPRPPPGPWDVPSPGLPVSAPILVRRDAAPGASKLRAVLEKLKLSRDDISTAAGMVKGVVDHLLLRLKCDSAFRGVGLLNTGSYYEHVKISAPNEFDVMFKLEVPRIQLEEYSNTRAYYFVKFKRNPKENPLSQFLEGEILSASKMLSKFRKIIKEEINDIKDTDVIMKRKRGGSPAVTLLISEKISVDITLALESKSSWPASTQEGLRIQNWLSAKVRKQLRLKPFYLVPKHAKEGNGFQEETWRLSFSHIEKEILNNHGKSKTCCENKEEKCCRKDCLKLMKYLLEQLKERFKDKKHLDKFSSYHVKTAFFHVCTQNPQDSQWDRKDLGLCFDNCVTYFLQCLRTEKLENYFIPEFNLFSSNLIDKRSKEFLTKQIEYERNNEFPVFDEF
mcGAS inh = cyclic GMP-AMP synthase inhibitors, mouse, primary biochemical chemiluminescence; Q8C6L5; recombinant cGAS, Kinase-Glo ATP depletion luminescence; inhibition, % at 12.5 µM; 160,000 tested, 0.15% active; AID 1259399, 2018;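 further: 0% = negative control wells and 100% = reference inhibitor with no enzyme activity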
* marks the source's active call; other numbers are inactive results; . = not tested or not shown. Unless noted, no stated cut-off is given here; in the data, active means inhibition above about 40%; inactive means the rest.

item	Structure	NPYLR7 ag	hcGAS inh	mcGAS inh
1	COc1ccc(-c2cccc(-c3ccc(NC(=O)C(F)(F)C(F)(F)C(F)(F)F)cc3)n2)cc1	21	-6	-5
2	COCc1cc(N2CCCCC2C)nc(SCc2cccc(C(=O)NCc3ccccc3)c2)n1 (stereo not drawn)	4	-2	-7
3	COCc1cn(C2CCN(C(=O)Nc3c(F)cccc3F)CC2)nn1	3	0	.
4	CCCCc1ccc(C(=O)N2CCN(C(=O)CCN3CCc4sccc4C3c3cccc(F)c3)CC2)cc1 (stereo not drawn)	8	-4	-6
5	O=C(CCCc1nc(-c2ccncc2)no1)N1CCCC2(CCNCC2)CC1	1	1	.
6	CSc1ccc(C(=O)C2CCCN(C(=O)CCCn3cncn3)C2)cc1 (stereo not drawn)	20	-7	.
7	c1ccc(CCc2noc(CN3CCN(c4nc5ccccc5s4)CC3)n2)cc1	-1	-4	-7
8	Cc1cc(C)c(NC(=O)Cn2nc3ccc(SC(C)(C)C)nn3c2=O)c(C)c1	.	-7	-9
9	CCC(C)NCc1c(-c2ccc(F)cc2)noc1N1CCOCC1 (stereo not drawn)	11	-1	.
10	O=C(C1=C(O)C(=O)N(CCN2CCOCC2)C1c1ccc(Cl)cc1)c1cccs1 (stereo not drawn)	8	-3	-6
11	Cc1ccc(Nc2c(C)c(C)nc3c(-c4ccccc4)cnn23)cc1	-4	-4	-10
12	O=C(c1nc2ccc(Cl)cn2c1CN1CC=CC1CO)N1CCCCCCC1 (stereo not drawn)	6	-9	-14
13	CC(SC(F)(F)F)C(=O)Nc1ccc(C#N)cc1 (stereo not drawn)	-4	3	.
14	COC(=O)CC1CC(=O)C2=C(O)c3c(OC)ccc(Br)c3C2C1 (stereo not drawn)	-1	-4	-7
15	COc1ccc(S(=O)(=O)N2CCN(C(=O)CN3c4ccccc4CCC3C)CC2)cc1 (stereo not drawn)	0	-3	-15
16	Nc1ncnc(Nc2ccc(F)cc2Cl)c1[N+](=O)[O-]	-10	0	.
17	Cc1ccc([N+](=O)[O-])cc1N=Nc1c(C)[nH]n(-c2nc(-c3ccc(Br)cc3)cs2)c1=O	-5	0	-5
18	c1ccc2oc(SCc3csc(Cc4ccc5c(c4)OCO5)n3)nc2c1	4	-4	-2
19	COCC(=O)Nc1ccc(-c2nc3c(C)cccc3o2)cc1C	.	-10	-8
20	COc1c(C(=O)OC(C)c2ccc(C#N)cc2)c(C)nn1C (stereo not drawn)	7	-15	.
21	CCCc1c(C(=O)NCCN(C)C)cnn1-c1ccccc1Cl	.	1	0
22	CNc1cncc(-c2ccc(OCCCN(C)C)nc2)n1	3	-10	.
23	COc1ccc(CN(CCN2CCOCC2)Cc2ccc(C(O)(c3cccc(F)c3)c3cccc(F)c3)o2)cc1OC	-2	-4	-3
24	CN(C)c1nc2c(c(N(C)C)n1)CCN(C(=O)CCCc1cn[nH]c1)C2	2	0	.

Of the compounds above, these have fluorine.
item	Structure	NPYLR7 ag	hcGAS inh	mcGAS inh
1	COc1ccc(-c2cccc(-c3ccc(NC(=O)C(F)(F)C(F)(F)C(F)(F)F)cc3)n2)cc1	21	-6	-5
3	COCc1cn(C2CCN(C(=O)Nc3c(F)cccc3F)CC2)nn1	3	0	.
4	CCCCc1ccc(C(=O)N2CCN(C(=O)CCN3CCc4sccc4C3c3cccc(F)c3)CC2)cc1 (stereo not drawn)	8	-4	-6
9	CCC(C)NCc1c(-c2ccc(F)cc2)noc1N1CCOCC1 (stereo not drawn)	11	-1	.
13	CC(SC(F)(F)F)C(=O)Nc1ccc(C#N)cc1 (stereo not drawn)	-4	3	.
16	Nc1ncnc(Nc2ccc(F)cc2Cl)c1[N+](=O)[O-]	-10	0	.
23	COc1ccc(CN(CCN2CCOCC2)Cc2ccc(C(O)(c3cccc(F)c3)c3cccc(F)c3)o2)cc1OC	-2	-4	-3

(next part)
item	Structure	NPYLR7 ag	hcGAS inh	mcGAS inh
25	CC1C(c2ccccc2)N(C)C(c2ccccc2)CC1(O)c1ccccc1 (stereo not drawn)	-20	-2	.
26	CC(C)C(=O)NC(=O)COC(=O)c1ccccc1Oc1ccccc1	7	-5	.
27	CCC(=O)Nc1c(-c2ccc(OC)c(OC)c2)nc2ccc(C)cn12	-3	-7	-8
28	COc1ccc(-c2cc(CN)no2)cc1	4	-6	.
29	O=P1(N2CCCCC2)C=C(c2ccccc2)OC(c2ccccc2)=C1	-1	4	.
30	Cc1cccc(C(=O)N2CCN(c3ccc4c(c3)CCC4)C(=O)C2C)c1 (stereo not drawn)	0	-6	-5
31	COc1ccc(C(C2Sc3nc(C)nn3C2=O)N2CCN(Cc3ccccc3)CC2)cc1OC (stereo not drawn)	6	-5	.
32	C=c1onc(-c2ccccc2)c1=c1[nH]/c(=C/C(Cl)=C/c2ccccc2)c(=O)o1	0	-6	-6
33	Cc1ccc(C)c(C(NC(=O)c2scnc2C)c2cccnc2)c1 (stereo not drawn)	-2	-5	-9
34	CCc1nc2ccc(C(=O)NCCc3ccccn3)cn2c1N(C)C=O	4	5	2
35	COc1ccc(NC(=O)CN2CCSc3ccccc32)cc1OC	8	-15	.
36	Nc1ncc(Cc2cc(Cl)ccc2Cl)s1	1	-10	.
37	CC(c1cc2ccccc2o1)N(C)C(=O)NC1CCSc2ccc(F)cc21 (stereo not drawn)	3	-4	-4
38	CC1CCCCN1CC(O)COC12CC3CC(CC(C3)C1)C2 (stereo not drawn)	11	-4	-6
39	CC(=O)Nc1ccc(CN(C)c2c(C)nc3ccc(C(=O)N(C)CCCN(C)C)cn23)cc1	13	-4	-5
40	C=CCN(CC(=O)N1CCc2sccc2C1c1ccccc1C)C(=O)c1ccc(CCCC)cc1 (stereo not drawn)	23	-8	-5
41	O=C(COC(=O)C1CC1)NCCNC(=O)COC(=O)C1CC1	-1	-8	-9
42	COc1cc(OC)c(OC)cc1C#N	9	-6	.
43	CCOC(=O)c1ccc(NC(=O)Nc2ccc(N3CCc4ccccc4C3)c(C(=O)N3CCCC3)c2)cc1	.	-7	-4
44	CCOc1cc(C=CC(=O)c2ccccc2)cc(Br)c1OC	3	-7	1
45	CN(C)CCN(CC1CCCN(Cc2ccccc2F)C1)C(=O)c1ccnn1C (stereo not drawn)	4	-7	.
46	CC(NC(=O)CN1C(=O)NC(C)(c2ccccc2)C1=O)c1ccc(F)cc1F (stereo not drawn)	12	-5	-7
47	COC(=O)c1ccc(C(=O)OC)c(NC(=O)c2nn(-c3ccccc3C)c(=O)cc2OC)c1	1	-5	.
48	O=C(Nc1ccc(-c2cccc(-c3ccc4c(c3)OCCO4)n2)cc1)c1ccc(Cl)cc1	2	0	0
49	CCOCCOc1nc(-c2ccccc2C)n(-c2cccc(NC(=O)c3ccc(C(F)(F)F)cc3)c2)n1	-3	0	0
50	O=C(NN=C1CCCCCC1)c1cc2c(s1)CCCC2	4	2	0
51	COCCCN(CC(=O)N(CCc1c[nH]c2ccccc12)Cc1ccccc1)C(=O)Nc1cccc(Cl)c1Cl	22	-2	-4
52	CCN1CCN(C2(CNC(=O)c3ccc(C(C)(C)C)cc3)CCCCC2)CC1	.	12	0
53	CC1CCC(=NNC(=O)OC(C)(C)C)CC1 (stereo not drawn)	9	-5	-7
54	CCO[C@H]1COC[C@@H]1NC(=O)c1cccnc1N1CCOCC1	-5	-7	.
55	COc1ccc(-c2csc(-n3[nH]c(C)c(N=Nc4ccccc4C(F)(F)F)c3=O)n2)cc1	-6	-1	-1
56	COC(=O)N1N=C(c2ccccc2)CC1(O)C(F)(F)F (stereo not drawn)	-4	-9	.
57	Cc1cccc(CO[C@]2(C(=O)NN3CCOCC3)CC(OCc3cccc(F)c3F)[C@@H]3OC(C)(C)O[C@@H]3C2)c1 (stereo partly drawn)	19	-11	-3
58	COc1ccc2[nH]c(C(=O)N3CCC(Nc4ncccn4)CC3)c(C)c2c1	21	-4	-13
59	COCCN(Cc1cc(NC(=O)C(C)C)ccc1N(C)C)C(=O)c1ccc(OC)cc1	7	-7	-4
60	CCCCc1nc(NCC2CCCO2)c(C#N)c2c1COC(C)(C)C2 (stereo not drawn)	5	-6	.
61	COc1cc2c(cc1OC)C1CN(C(=O)C3CCN(c4nccc(C(F)(F)F)n4)CC3)CC(=O)N1CC2 (stereo not drawn)	17	-3	-5
62	C=CCOCC(O)CN(CCN1CCOCC1)Cc1ccc(OC)c(OC)c1 (stereo not drawn)	26	-2	-4
63	CN(C)c1ncc(CN2CCN(CCc3ccccc3)C(CCO)C2)s1 (stereo not drawn)	17	-11	-12
64	Cc1ccn(-c2ccc(N3CCN(S(=O)(=O)c4ccc(C)c(C)c4)CC3)nn2)n1	-4	-6	-8
65	CN(CCc1cnn(C)c1)c1nc2nonc2nc1NCc1ccccc1	9	-2	.
66	CCc1ccc(C(=O)N2CCN(C(C(=O)N(CC)CC)C3CCCC3)CC2)cc1 (stereo not drawn)	5	-1	-3
67	O=c1[nH]c(C[n+]2ccccc2)nc2ccccc12	9	-2	.
68	CN1CCC2(CC1)CCN(C(=O)c1c[nH]c3ccccc13)C2	4	-3	-12
69	COc1c(C)cnc(Cn2cnc3c(Cl)nc(N)nc32)c1C	-8	-5	-9
70	COC(=O)c1c(C)[nH]c(-c2nc(-c3cnn(C)c3)sc2C)c1C	4	0	.
71	Cc1ccc(C)c(S(=O)(=O)N2CCN(c3nccc(-c4cccc(C(F)(F)F)c4)n3)CC2)c1	32	-4	-8
72	Cc1nn(C)c(C)c1CC(C)NC(=O)N1CCC2CCCCC21 (stereo not drawn)	10	-6	11
73	COCc1cnc2c(c1SCc1cccc(C(F)(F)F)c1)c(=O)n(C)c(=O)n2C	1	6	-1
74	CCOC(=O)N1C2C3C4C5C3C(C5C42)N1C(=O)OCC (stereo not drawn)	-1	-6	.
75	COc1ccc(CCn2c(-c3ccccc3I)nc3cc(Cl)ccc3c2=O)cc1	0	-8	-11
76	CN(c1onc(-c2ccccc2)c1CNCC1CCCO1)C1CCCCC1 (stereo not drawn)	5	-1	.
77	O=C1CCN(CC(O)CC(F)(F)F)c2ccccc2CN1Cc1ccco1 (stereo not drawn)	0	-3	-8
78	Cc1ncsc1CCN(C)C(=O)C(C)(C)NC(=O)c1cccs1	-3	-11	.
79	O=C(CN1CCc2ccccc21)Nc1ccnn1C1CCCC1	10	-8	-7
80	CCOC(=O)NCCC(=O)NS(=O)(=O)c1cccc2cc(C)cnc12	0	-5	.

(more compounds)
item	Structure	NPYLR7 ag	hcGAS inh	mcGAS inh
81	C=CCN=c1scc(-c2cc(OC)ccc2OC)n1N=C1CCCC1	-15	0	.
82	COc1ccc(NC(=O)N(Cc2cccc(OS(=O)(=O)c3cccc(C(F)(F)F)c3)c2)C(C)C)cc1	27	-6	-5
83	O=c1ccnc(/C=C/c2ccc(F)c(Br)c2)[nH]1	-4	-5	.
84	O=C(Nc1cnn(-c2ccc(C(=O)N3CCN(c4ccccc4Cl)CC3)cc2)c1)C1CCOCC1	14	-7	-12
85	CSc1ccccc1OCc1cc(C(=O)N2CCN(c3nc(C)cnc3C)CC2)no1	3	-1	-9
86	O=C(CCCc1cccs1)N1CCN(S(=O)(=O)C=Cc2ccccc2)CC1	19	-11	.
87	COc1ccc2oc(=O)c(-c3csc(NC(C)=O)n3)cc2c1	-4	-1	-8
88	COc1ccc(C(=O)CSc2ccc3nnc(CCNS(=O)(=O)c4ccc(C)cc4)n3n2)cc1	-17	5	1

Compounds listed so far with a nitro group on carbon:
item	Structure	NPYLR7 ag	hcGAS inh	mcGAS inh
16	Nc1ncnc(Nc2ccc(F)cc2Cl)c1[N+](=O)[O-]	-10	0	.
17	Cc1ccc([N+](=O)[O-])cc1N=Nc1c(C)[nH]n(-c2nc(-c3ccc(Br)cc3)cs2)c1=O	-5	0	-5

(more compounds)
item	Structure	NPYLR7 ag	hcGAS inh	mcGAS inh
89	CC(C)NC(=O)[C@@H]1C[C@@H](N)CN1C(=O)c1ccc(C#CC(C)(C)O)cc1	18	-7	-10
90	Cc1ccc(NC(=O)c2ccc(C)nc2C2CCN(C(=O)c3ccccc3Cl)CC2)cc1	.	-3	-3
91	CCCNC(=O)C1(C)CCCN(Cc2cc(-c3ccccc3)nn2C)C1 (stereo not drawn)	-2	-17	.
92	O=C(c1ccccn1)C1CCCN(S(=O)(=O)NCc2ccccc2)C1 (stereo not drawn)	-3	-1	.
93	CC(N)(Cc1ccc(O)cc1)C(=O)O (stereo not drawn)	-1	4	0
94	Cc1cc(S(=O)(=O)N2C[C@@H](N(C)C)[C@H](C(C)C)C2)c(C)s1	.	0	1
95	CC(C)C(=O)N1CCC1(C)C(=O)Nc1cc(Cl)ccc1F (stereo not drawn)	7	-14	-9
96	CCNC(=O)N(CCCOC)CC(=O)N1CCc2sccc2C1COc1ccccc1OC (stereo not drawn)	8	-1	-2
97	Cc1nonc1C(=O)N1CCCC(CCC(=O)N2CCN(Cc3ccccc3)CC2)C1 (stereo not drawn)	20	-13	.
98	COC(C)(C)CC(C)NCCn1nc(C)c(Cl)c1C (stereo not drawn)	8	2	.
99	CCCc1nc(CN(CC)C(=O)c2cccnc2C)no1	0	-6	-17
100	CCN(CC)S(=O)(=O)c1ccc(OC)c(N2CCN(C(=O)/C=C/c3ccccc3Cl)CC2)c1	3	-6	-6
101	Cc1ccc(CN(Cc2ccccc2)C(=O)CN(CC(C)C)C(=O)Nc2c(C(C)C)cccc2C(C)C)s1	.	-5	-5
102	COc1ccccc1-c1cnn2c(C)c(C(=O)NC(C)C)cnc12	6	-17	-8
103	CC(=O)OCC(=O)[C@@]1(O)CCC2C3CC[C@@H]4C[C@H](O)CC[C@]4(C)C3C(=O)C[C@@]21C (stereo partly drawn)	-5	-5	-4
104	CC(C)Oc1ccc(Nc2nccc3[nH]c(-c4ccc(C(=O)N(C)C)cc4)cc23)cc1	1	-1	-4

Bioassay records as filed in PubChem BioAssay.
